# TRPC4 PAM: allosteric potentiators of mouse TRPC4 channel; HEK293 TRPC4beta/mu-opioid, DAMGO EC20, Fluo-4 Ca2+ flux; stronger effect = higher value; B-score at 10 µM; 0.42% of 310,000 active; AID 2227;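 active = B-score of calcium response area above 5 SD of library B-scores, with initial fluorescence ratio within 5 SD of library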;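 note: B-score of integrated fluorescence ratio over time as area under calcium response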
# TMEM16A act: activators or potentiators of mouse TMEM16A chloride channel. B-score at 10 µM. HEK293 TMEM16A/YFP-H148Q/I152L, iodide quench fluorescence; stronger effect = lower value. 0.3% of 340,000 active. Q8BHY3. AID 623877;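 active = fluorescence-ratio B-score plate-corrected deviation score at least 3 library SD below zero, with starting fluorescence score within 5 deviations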;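 note: channel opened by trigger with iodide after compound preincubation; score built on the fluorescence ratio of max minus min over baseline; more negative score means more quench and so TMEM16A activation or potentiation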
# MrgX1 allo act: allosterically activates human MrgX1 receptor signaling | MrgX1-HEK293, Fluo-4 calcium flux, FDSS; stronger effect = higher value | B-score at 10 µM | 0.63% of 310,000 active | AID 588675;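 active = plate-corrected calcium response at least 3 library SD above typical, normal starting fluorescence, not activating the receptor alone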;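 note: compound read alongside a low EC10 to EC30 dose of BAM8-22 agonist; peak minus trough fluorescence over baseline measured at the second addition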
# Target sequence (Q96LB2 whole entry, looked up): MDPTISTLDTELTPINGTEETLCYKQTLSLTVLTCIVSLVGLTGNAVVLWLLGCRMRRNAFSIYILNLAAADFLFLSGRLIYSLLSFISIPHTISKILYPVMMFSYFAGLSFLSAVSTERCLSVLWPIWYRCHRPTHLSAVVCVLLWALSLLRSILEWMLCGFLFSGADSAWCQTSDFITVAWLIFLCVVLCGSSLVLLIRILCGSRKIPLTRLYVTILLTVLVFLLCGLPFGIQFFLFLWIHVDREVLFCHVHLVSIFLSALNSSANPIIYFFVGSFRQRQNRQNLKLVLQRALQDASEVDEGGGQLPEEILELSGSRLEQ
# TRPC4 block: TRPC4 (mouse) channel inhibition; Q9QUQ5; HEK293 TRPC4beta/mu-opioid, DAMGO-evoked Fluo4 calcium flux; stronger effect = lower value; B-score at 10 µM; 0.39% of 300,000 active; AID 2247;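 active = B-score over 3 SD under the library average, no early fluorescence shift, positive overall ratio signal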
#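 System: stable TRPC4beta/mu-opioid receptor HEK293 cells; Dosing: single-point compound dosing; Measured by: Fluo4 Ca2+ flux fluorescence; Read-out basis: per-well B score of integrated baseline-normalized Fluo4 ratio.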
# TRPC6 inhibitor: inhibitors of mouse TRPC6 channel. Q61143. HEK293-TRPC6, membrane potential dye, ACh-evoked depolarization; stronger effect = lower value. B-score at 10 µM. 1.1% of 310,000 active. AID 2553;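 active = B-score under library mean minus 3 SD, initial fluorescence not abnormally high, positive integrated signal ratio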;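 note: B-score derived from integrated fluorescence ratio over the kinetic read; more negative B-score means stronger inhibition of depolarization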
# RGS4 inh: human RGS4 inhibition; AID 463165; P49798; B-score at 10 µM; 0.45% of 310,000 active; HEK293 M3R/RGS4 inducible, Fluo-4 calcium flux; stronger effect = higher value; triggered by carbachol at its EC20;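 active = B-score, a plate-corrected calcium signal, over three deviations above library mean, with baseline fluorescence within five deviations of library mean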;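 note: RGS4 expression induced by doxycycline in cells with stable M3 receptor; B-score is computed from the integrated fluorescence ratio over baseline after carbachol; higher B-score means a larger calcium signal and so more RGS4 inhibition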
# Target sequence (P49798 whole entry, looked up): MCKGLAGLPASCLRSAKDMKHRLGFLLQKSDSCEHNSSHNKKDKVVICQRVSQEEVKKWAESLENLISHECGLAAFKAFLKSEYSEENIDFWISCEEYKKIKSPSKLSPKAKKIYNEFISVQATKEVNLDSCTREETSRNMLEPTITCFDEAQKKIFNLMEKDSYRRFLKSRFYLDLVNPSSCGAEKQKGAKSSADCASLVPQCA
# TRPC6 act: activates the mouse TRPC6 cation channel. HEK293-TRPC6 membrane potential dye fluorescence; stronger effect = higher value. Q61143. 0.13% of 310,000 active. B-score at 10 µM;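 active = B-score of the integrated fluorescence ratio above library mean plus 3 SD, and starting fluorescence ratio within library mean plus 5 SD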;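 note: higher score means more depolarization so channel activation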
# MrgX1 antag: antagonists of human MrgX1 receptor; Q96LB2; MRGX1-HEK293 calcium flux, Fluo-4, BAM8-22 antagonism; stronger effect = lower value; B-score at 10 µM; 1.3% of 310,000 active;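 active = calcium-response B-score plate-corrected more than 3 library SD below zero, starting fluorescence within 5 deviations, no agonist response on first addition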;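 note: peak minus trough fluorescence over baseline after final BAM8-22 challenge near maximal dose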
# TRPC4 act: TRPC4 (mouse) channel activation; Q9QUQ5; HEK293 TRPC4beta/mu-opioid, Fluo4 calcium fluorescence; stronger effect = higher value; B-score at 10 µM; 0.49% of 310,000 active; AID 2237;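 active = B-score above 5 SD of library B-scores, and initial fluorescence ratio not above library mean plus 5 SD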;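 note: positive B-score marks a calcium rise read as TRPC4 activation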
#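 System – HEK293 cells stably co-expressing mouse TRPC4beta and mu-opioid receptor · Signal – Fluo4 calcium-sensitive dye fluorescence, kinetic, 1 Hz baseline · Benchmarks – buffer (low) and maximal DAMGO (high) · Read-out – B score of integrated fluorescence ratio per well · Incubation – dye loading 45 min room temperature, 110 s kinetic read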
# MrgX1 agonist: agonists of human MrgX1 receptor. Q96LB2. MrgX1-HEK293 cells, Fluo-4 calcium fluorescence, agonist mode; stronger effect = higher value. B-score at 10 µM. 0.44% of 310,000 active;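 active = calcium response B-score plate-corrected fluorescence ratio at least 3 library SD, with starting fluorescence B-score inside 5 SD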
#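 times = overnight plating, then 30 min 37 °C plus 30 min room-temperature dye loading | assay system = stable human MrgX1 HEK293 cell line | input = fifteen thousand cells per well | signal = kinetic calcium dye fluorescence, Fluo-4 NW | dosing = compound delivered in addition one of three | read-out = B-scored fluorescence response ratio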
# ANO1 block: inhibitors of mouse TMEM16A calcium-activated chloride channel; HEK293 TMEM16A/YFP iodide influx fluorescence, ionomycin; normalized B-score (activity score, 25-100; higher = stronger inhibition) at 10 µM; 1.2% of 310,000 active; AID 588511;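 active = ratio plate-corrected score three or more library SD toward inhibition, starting fluorescence score within five deviations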;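 note: score derived from kinetic fluorescence span divided by baseline fluorescence per well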
# The depositor's hits bear a star; i = inactive; · = no result given.
# The first 3 records (preview)
SMILES,TRPC4 PAM,TMEM16A act,MrgX1 allo act,TRPC4 block,TRPC6 inhibitor,RGS4 inh,TRPC6 act,MrgX1 antag,TRPC4 act,MrgX1 agonist,ANO1 block
COc1cccc(NC(=O)CCC2CCN(C(=O)Cc3cccc(F)c3)CC2)c1,i,i,i,i,i,i,i,i,i,i,i
COc1ccc(CC(=O)N2CCC3(CC2)NCCc2[nH]cnc23)cc1,i,i,i,i,i,i,i,i,i,i,i
COCCNC(=O)CSc1nc(-c2ccccc2)cs1,i,i,i,i,i,i,i,i,i,i,i

# The listing, previewed entries included:
SMILES,TRPC4 PAM,TMEM16A act,MrgX1 allo act,TRPC4 block,TRPC6 inhibitor,RGS4 inh,TRPC6 act,MrgX1 antag,TRPC4 act,MrgX1 agonist,ANO1 block
COc1cccc(NC(=O)CCC2CCN(C(=O)Cc3cccc(F)c3)CC2)c1,i,i,i,i,i,i,i,i,i,i,i
COc1ccc(CC(=O)N2CCC3(CC2)NCCc2[nH]cnc23)cc1,i,i,i,i,i,i,i,i,i,i,i
COCCNC(=O)CSc1nc(-c2ccccc2)cs1,i,i,i,i,i,i,i,i,i,i,i
CC/C(C)=C1\SC(N2CCOCC2)=NC1=O,i,i,i,i,i,i,i,i,i,i,i
CC(C)CNS(=O)(=O)c1ccc(S(=O)(=O)N2CCN(C3CCCC3)CC2)cc1,i,i,i,i,i,i,i,i,i,i,i
O=C(CNCc1ccc(F)cc1)Nc1ccccc1[N+](=O)[O-],i,i,i,i,i,i,i,i,i,i,i
CN(Cc1ccccc1)C(=O)c1cnc2n(c1=O)CCS2,i,i,i,i,i,i,i,i,i,i,i
COc1ccc(CNCc2cccn2C)cc1,i,i,i,i,i,i,i,i,i,i,i
C=CCN(CC=C)CC(=O)Nc1ccc(S(N)(=O)=O)cc1,i,i,i,i,i,i,i,i,i,i,i
O=C(N/N=C\c1cc(Br)c(Br)o1)c1cncc(Br)c1,i,i,i,i,i,i,i,i,i,i,i
CCOC(=O)/C=C1\SCC(=O)N1CCOc1cccc(Br)c1,i,i,i,i,i,i,i,i,i,i,i
Oc1ccc(Cl)cc1C=Nc1ccccc1Br,i,i,i,i,i,i,i,i,i,i,i
O=C(Nc1ccccc1-c1nc2ccccc2s1)c1cccnc1Cl,i,i,i,i,i,i,i,i,i,i,i
COc1cccc(Nc2nc(N)c([N+](=O)[O-])c(NCc3ccco3)n2)c1,i,i,i,i,i,i,i,i,i,i,i
COc1ccccc1C1CCN(Cc2ccc(Cl)cc2Cl)CC1,i,i,i,i,i,i,i,i,i,i,i
Cc1cccc(C)c1NC(=O)/C(C#N)=C/c1ccsc1,i,i,i,i,i,i,i,i,i,i,i
Cc1cc(S(=O)(=O)NC2CCCCC2)ccc1OCC(=O)NCc1cccnc1,i,i,i,i,i,i,i,i,i,i,i
O=C(NC1(C(F)(F)F)NC(=O)N(Cc2ccco2)C1=O)c1cccs1 (configuration not stated),i,i,i,i,i,i,i,i,i,i,i
CC12CN3CC(C)(CN(C1)C3c1ccc3c(c1)OCO3)C2=O (configuration not stated),i,i,·,i,i,i,i,·,i,·,·
Cc1ccc(C2C(C#N)=C(N)OC3=C2C(=O)CCC3)s1 (configuration not stated),i,i,i,i,i,i,i,i,i,i,i
O=C(Nc1ccccc1)n1cc(-c2ccccn2)c(N2CCOCC2)n1,i,i,i,i,i,i,i,i,i,i,i
O=C(N/N=C/c1ccc(OCc2ccccc2)cc1)c1cccs1,i,i,i,i,i,i,i,i,i,i,i
N#CCOc1ccc2oc(-c3ccco3)cc(=O)c2c1,i,·,i,i,i,i,i,i,i,i,i
Clc1cnc(N/N=C/c2cccs2)c(Cl)c1,i,i,i,i,i,i,i,i,i,i,i
Cc1ccc(-c2nc3ccccc3o2)cc1NC(=O)Cc1cccs1,i,i,i,i,i,i,i,i,i,i,i
Cc1cc(C(F)F)n2nc(C(=O)Nc3ccc(F)cc3F)nc2n1,i,i,i,i,i,i,i,i,i,i,i
O=C(COc1ccccc1C(=O)N/N=C\c1ccc(O)c(O)c1)N/N=C/c1ccc(O)c(O)c1,i,i,i,i,i,i,i,i,i,i,i
O=[N+]([O-])c1cc(-c2ncccn2)c([N+](=O)[O-])s1,i,i,i,i,i,i,i,i,i,i,i
Cc1noc(C)c1CSc1nc2sc3c(c2c(=O)n1C)CCCC3,i,i,i,i,i,i,i,i,i,i,i
COC(=O)c1ccc(COc2ccccc2/C=C/C(=O)c2ccc(OCC(=O)O)cc2)cc1,i,i,i,i,i,i,i,i,i,i,i
Cc1cc(C)cc(NC(=S)N(Cc2ccc(Br)cc2)Cc2ccc(C(=O)O)cc2)c1,i,i,i,i,i,i,i,i,i,i,25*
CCOC(=O)C(=O)Nc1nc(-c2ccccc2)c(-c2ccccc2)o1,i,i,i,i,i,i,i,i,i,i,i
COc1cccc(C2c3[nH]c4ccccc4c3C[C@H]3C(=O)N(c4ccccc4C(=O)NCCCN4CCOCC4)C(=O)N23)c1 (some centres not stated),i,i,i,i,i,i,i,i,i,i,i
Cc1cc(C)cc(Nc2ccc(C(=O)O)cc2[N+](=O)[O-])c1,i,i,i,i,i,i,i,i,i,i,i
Cc1ccc(C)c(S(=O)(=O)N2CCN(C(=O)c3ccccc3Cc3ccccc3)CC2)c1,i,i,i,i,i,i,i,i,i,i,i
O=C(CSc1nnc2c(Cl)cc(C(F)(F)F)cn12)N(Cc1ccccc1)Cc1ccccc1,i,i,i,i,i,i,i,i,i,i,i
CCn1c(N2CCN(C(=S)NCCc3ccccc3)CC2)nc2ccccc21,i,i,i,i,i,i,i,i,87*,i,i
CCn1c(C)nc2cc(C(=O)NNS(=O)(=O)c3c(C)c(C)cc(C)c3C)ccc21,i,i,i,i,i,i,i,i,i,i,i
C/C(=N\NC(=O)CNC(=O)c1ccco1)c1ccc(Br)cc1,i,i,i,i,i,i,i,i,i,i,i
Cc1ccc(C(=O)CCC(=O)Nc2ccc(Cl)c(S(=O)(=O)Nc3cccc(Cl)c3)c2)cc1,i,i,i,i,i,i,i,i,i,i,i
CC(Oc1cccc(Cl)c1)C(=O)NC1CC(C)(C)NC(C)(C)C1 (configuration not stated),i,i,i,i,i,i,i,i,i,i,i
Brc1c(NC2=NCCN2)ccc2nccnc12,i,·,·,i,i,i,i,·,i,·,·
CCCC(C)NC(=O)COC(=O)c1ccccc1SCC(=O)NC(C)CCC (configuration not stated),i,i,i,i,i,i,i,i,i,i,i
O=C(N/N=C/c1cc2c(cc1Br)OCO2)C1COc2ccccc2O1 (configuration not stated),i,i,i,i,i,i,i,i,i,i,i
CCOC(=O)Cc1cc(=O)[nH]c(/N=C(/NC(=O)c2ccccc2)Nc2ccccc2C(F)(F)F)n1,i,i,i,i,i,i,i,i,i,i,i
CN(N)C(=S)Nc1ccc(F)cc1,i,i,i,i,i,i,i,i,i,i,i
C=CCOC(=O)CCC(=O)Nc1cccc2ccccc12,i,i,i,i,i,i,i,i,i,i,i
CCc1n[nH]c2c1C(=O)CC(C)(C)C2,i,i,i,i,i,i,i,i,i,i,i
O=C(CNC(=O)c1ccc(Cl)c([N+](=O)[O-])c1)OC1CCCCC1=O (configuration not stated),i,i,i,i,i,i,i,i,i,i,i
C=C(c1ccccc1Cl)[n+]1ccccc1,i,i,i,i,i,i,i,i,i,i,i
# New compounds follow:
SMILES,TRPC4 PAM,TMEM16A act,MrgX1 allo act,TRPC4 block,TRPC6 inhibitor,RGS4 inh,TRPC6 act,MrgX1 antag,TRPC4 act,MrgX1 agonist,ANO1 block
Cc1ccc(-n2c(-c3cc(C)n(C)n3)n[nH]c2=S)cc1,i,i,i,i,i,i,i,i,i,i,i
COC(=O)C1=C(C)N=c2s/c(=C3\C(=O)Nc4ccccc43)c(=O)n2C1c1ccccc1 (configuration not stated),i,·,·,i,-5.91*,i,i,·,i,·,·
CSc1nccc(-c2nn(-c3ccc(C)cc3)ccc2=O)n1,i,i,i,i,i,i,i,i,i,i,i
COC(=O)c1ccccc1NC(=S)NC(=O)CC(C)C,i,i,i,i,i,i,i,i,i,i,i
COc1ccccc1C(=O)NC(=O)COC(=O)CCOc1ccc(C)cc1,i,i,i,i,i,i,i,i,i,i,i
CC(C)N(C(=O)Cn1cnc2cc([N+](=O)[O-])ccc2c1=O)C(C)C,i,·,i,·,i,i,i,i,i,i,i
OCCNc1nc(Nc2cccc(O)c2)nc2ccccc12,i,i,i,i,i,i,i,i,i,i,i
Cc1cc(C)c(S(=O)(=O)c2ccccc2C(=O)O)c(C)c1,i,i,i,i,i,i,i,i,i,i,i
COc1ccc(C2CCCN2C(=S)Nc2cccc(Cl)c2)cc1OC (configuration not stated),i,i,i,i,i,i,i,i,i,i,i
Cc1ccccc1CNC(=O)c1cc2ccccc2o1,i,i,i,i,i,i,i,i,i,i,i
COc1ccc(C(=O)NCCSCc2cccc(Cl)c2)cc1OC,i,i,i,i,i,i,i,i,i,i,i
O=C(CSc1ccc(F)cc1)Nc1ccc(C2SCCS2)cc1,i,i,i,i,i,i,i,i,i,i,i
CCc1ccccc1NC(=O)CN(C1CCCCC1)S(C)(=O)=O,i,i,i,i,i,i,i,i,i,i,i
COC(=O)C1=C(C)N=C2SCCC(=O)N2C1c1ccc(C(=O)OC)cc1 (configuration not stated),i,i,i,i,i,i,i,i,i,i,i
COc1ccc(-c2nn(C)c(=O)c3ccccc23)cc1NC(=O)COc1ccc(C)cc1,i,i,i,i,i,i,i,i,i,i,i
CCN1CCN(c2cc(C)c3cc(NC(=S)N(CC)CC)ccc3n2)CC1,i,i,i,i,i,i,i,i,i,i,i
CSc1nnc(-c2ccc([N+](=O)[O-])cc2)o1,i,i,i,i,i,i,i,i,i,i,i
Cc1nc2c(=O)n(C)c(=O)n(C)c2nc1Cl,i,i,i,i,i,11.9*,i,i,i,i,i
Cc1oc2cc(O)ccc2c(=O)c1-c1ccccc1,i,i,i,i,i,i,i,i,i,i,i
CN(C(=S)NC(=O)CCCOc1ccc(Cl)cc1Cl)c1ccccc1,i,i,i,i,i,i,i,i,i,i,i

# Compound activity as filed in PubChem.
